# Source: PubChem BioAssay (several laboratories)
# bovine MsrA act = activators of bovine methionine sulfoxide reductase A; purified bovine MsrA, absorbance read-out; activation, % at 10.6 µM; 360,000 tested, 0.3% active; in the data active = activation above about 7.5%;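 note: 0% = vehicle and 100% = reference activator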
# MT1-MMP act inh = blocks activation of human MT1-MMP | 360,000 tested, 0.061% active | GFP/RFP ratio change, % at 20 µM | HT1080 RFP-PRO-GFP cells, GFP/RFP ratio fluorescence, overnight; percent of plate control window, DMSO zero | P50281;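 active = GFP/RFP ratio change of at least 30% with cell ATP level not reduced by more than half and red fluorescence within 50% of control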; note: strong numbers were not always called active
#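 Assay system: HT1080 cells carrying an RFP-PRO-GFP reporter | Dosing: Single dose of 20 µM compound, 1% DMSO final | Incubation: Cells overnight before dosing, compound overnight, 37 °C, 5% CO2 | Evaluation: GFP/RFP fluorescence ratio | Control set: DMSO and RFP-L50D-GFP cell wells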
# FAS TE block = FAS thioesterase (human) inhibition. P49327. recombinant FAS-TE, OMFH fluorogenic substrate, fluorescence endpoint. inhibition, % at 15 µM. 360,000 tested, 0.67% active;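 active = compounds whose normalised, plate-corrected inhibition of enzyme fluorescence in the single-dose primary screen is 50% or more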;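 note: 0% = DMSO with enzyme and 100% = substrate without enzyme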
# Rpn11 inh = Rpn11 (human) deubiquitinase inhibition; O00487; human 26S proteasome, Ub4-pepOG fluorescence polarization; 20S core pre-blocked with epoxomicin; calls only at 20 µM; 360,000 tested, 0.59% active; AID 588493;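 active = inhibition at 20 µM, scaled to each plate's controls, above about 33%, limit read from the data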
# Target sequence (O00487 whole entry, looked up): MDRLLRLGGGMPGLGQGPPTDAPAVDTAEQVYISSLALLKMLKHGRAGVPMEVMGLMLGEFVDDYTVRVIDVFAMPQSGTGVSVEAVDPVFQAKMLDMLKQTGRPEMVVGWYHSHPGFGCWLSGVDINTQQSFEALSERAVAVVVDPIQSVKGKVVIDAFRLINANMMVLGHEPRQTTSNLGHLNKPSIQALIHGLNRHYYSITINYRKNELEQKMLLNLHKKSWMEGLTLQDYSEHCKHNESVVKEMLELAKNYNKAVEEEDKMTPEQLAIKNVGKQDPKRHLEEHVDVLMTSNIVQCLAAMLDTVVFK
# MsrA inhibitor = inhibitors of bovine MsrA; purified bovine MsrA, absorbance read-out; inhibition, % at 15.5 µM; 360,000 tested, 0.75% active; in the data active = inhibition above about 4.5%;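 note: 0% = vehicle wells with enzyme and 100% = reference inhibitor wells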
# E coli Lon inh = inhibits E. coli Lon protease. purified E. coli Lon protease, fluorescence polarization. inhibition, % at 7.94 µM. 360,000 tested, 0.42% active; in the data active = inhibition above about 13%, passing the limit was not always enough;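 note: 0% = enzyme with probe and DMSO and 100% = no enzyme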
# Rin1-Abl PPI inh = human Rin1-Abl interaction inhibition; TR-FRET Rin1/Abl binding, biochemical; 360,000 tested, 0.4% active; inhibition, % at 7.35 µM; in the data active = inhibition above about 5%, passing the limit was not always enough
# CSN deneddyl inh = inhibitors of human CSN-mediated cullin deneddylation. 360,000 tested, 0.38% active. inhibition, % at 12.5 µM. Purified CSN, SCF-Nedd8-OG deneddylation, fluorescence polarization. Q92905;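 active = pattern-corrected inhibition above about 35%, with an unprinted fluorescence ratio check between 0.5 and 1.5, limit read from the data, passing the limit was not always enough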;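 note: 0% = enzyme with substrate and 100% = substrate without enzyme; some results filed as inactive read as strong as hits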
#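 assay system = purified human Csn5 enzyme expressed in HEK293T cells | amount = 0.24 nM enzyme | buffer or medium = Tris/NaCl/DTT buffer, pH 7.5 | reagent = 10 nM SCFSkp2-Nedd8OG | compound = one concentration, 12.5 µM, 0.25% DMSO | times = 90 min reaction at room temperature | signal = FP | read-out basis = % inhibition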
# PABP1 MLLE inh = blocks PAM2 peptide binding to the PABP1 MLLE domain. P11940. GST-MLLE / FITC-PAM2 fluorescence polarization. inhibition, % at 20 µM. 360,000 tested, 0.36% active; in the data active = inhibition above about 35%, passing the limit was not always enough;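 note: plate controls were DMSO wells with GST-MLLE for no effect and wells lacking GST-MLLE protein for full effect; some results filed as inactive read as strong as hits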
# Target sequence (P11940 whole entry, looked up, the tested form may be a part): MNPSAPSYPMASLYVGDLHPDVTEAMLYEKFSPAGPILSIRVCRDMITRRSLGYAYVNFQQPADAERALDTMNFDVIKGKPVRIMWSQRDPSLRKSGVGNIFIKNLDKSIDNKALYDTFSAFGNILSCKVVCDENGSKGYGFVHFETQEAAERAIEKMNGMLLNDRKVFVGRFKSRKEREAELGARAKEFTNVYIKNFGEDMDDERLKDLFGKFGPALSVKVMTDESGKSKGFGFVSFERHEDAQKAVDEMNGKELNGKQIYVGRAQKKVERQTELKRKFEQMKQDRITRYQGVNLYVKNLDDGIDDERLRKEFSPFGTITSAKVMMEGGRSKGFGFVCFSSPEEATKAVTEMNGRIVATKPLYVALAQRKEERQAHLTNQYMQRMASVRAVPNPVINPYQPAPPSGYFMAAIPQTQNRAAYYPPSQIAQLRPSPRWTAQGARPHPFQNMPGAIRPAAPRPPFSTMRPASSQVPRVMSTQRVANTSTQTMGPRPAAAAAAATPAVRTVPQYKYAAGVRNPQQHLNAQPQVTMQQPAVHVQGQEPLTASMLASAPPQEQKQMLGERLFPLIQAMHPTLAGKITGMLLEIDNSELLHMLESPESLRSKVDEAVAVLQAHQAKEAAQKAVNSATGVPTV
# Starred values were filed as active, the others as inactive; i = inactive; / = no result given.
(1) O=C1COc2ccc(S(=O)(=O)Nc3ccc(OC(F)(F)F)cc3)cc2N1
(2) CCCN1CCC(NC(=O)C2CCCCC2C(=O)O)CC1 (centres undefined)
(3) CC(=O)NC(CC(=O)NC1CCCc2ccccc21)c1ccccc1 (centres undefined)
(4) COc1ccc(C(C#N)=Cc2ccc(NC(C)=O)cc2)cc1
(5) C[C@H](CO)N1C[C@H](C)[C@@H](CN(C)S(=O)(=O)c2ccc(F)cc2)Oc2c(NS(=O)(=O)c3ccc(F)cc3)cccc2C1=O
(6) CCOC(=O)NC(=O)CSc1ccc2ccccc2n1
(7) O=C(CN(CC1CCCO1)C(=O)CNS(=O)(=O)c1ccc(F)cc1)NCC1CCCO1 (centres undefined)
(8) O=C(Nc1ccc(O)cc1)c1ccccc1OCc1ccccc1
assay / compound	1	2	3	4	5	6	7	8
Rin1-Abl PPI inh	-2	4	4	0	0	2	3	1
Rpn11 inh	i	i	i	i	i	i	i	i
MT1-MMP act inh	2	-3	-2	1	-1	0	5	-2
E coli Lon inh	2	-2	1	-5	-10	-4	0	-1
FAS TE block	10	-4	-2	16	-1	-2	-6	11
PABP1 MLLE inh	10	-9	-7	-2	2	9	-4	3
bovine MsrA act	-1	-2	-6	-5	-3	-6	-3	-2
CSN deneddyl inh	3	-1	1	7	2	-2	5	3
MsrA inhibitor	0.1	0.1	-0.4	1.2	1.0	0.6	-0.8	0.4

(9) CCCc1nnc(SCC(=O)N2CCCC(C)C2)n1CC1CCCO1 (centres undefined)
(10) O=C1c2ccccc2C2(c3cc(C(F)(F)F)cc(C(F)(F)F)c3)NCCN12 (centres undefined)
(11) Cc1nc(SCC(=O)c2c[nH]c3ccccc23)n[nH]1
(12) Cc1cc(Nc2ccc(F)cc2C)n2ncnc2n1
(13) COc1cccc(N(CC(=O)Nc2cccc(F)c2)S(C)(=O)=O)c1
(14) Cc1cc(=O)n2nc(N3CCCC(C(=O)NCc4ccc(F)cc4)C3)sc2n1 (centres undefined)
(15) CCOC(=O)c1c(OCCO)nn(-c2ccccc2)c1N
(16) CC(C)(C)OC(=O)N1CCC[C@H]1c1nnc(SCC(=O)Nc2ccc(Br)cc2)o1
assay / compound	9	10	11	12	13	14	15	16
Rin1-Abl PPI inh	2	3	3	-2	-2	3	1	4
Rpn11 inh	i	i	i	i	i	i	i	i
MT1-MMP act inh	-6	0	-10	6	0	3	1	-6
E coli Lon inh	-4	11	3	-5	1	-11	-4	7
FAS TE block	-10	-1	0	-5	-6	-8	-4	1
PABP1 MLLE inh	-5	-8	14	15	-1	-9	5	-3
bovine MsrA act	-3	-1	-5	6	3	-1	-1	-12
CSN deneddyl inh	1	-2	5	-1	2	-6	-4	5
MsrA inhibitor	0.2	0.2	-0.4	-0.4	0.1	0.1	-0.9	-0.7

# Structural class: the compounds so far with an aryl methoxy group
(4) COc1ccc(C(C#N)=Cc2ccc(NC(C)=O)cc2)cc1
(13) COc1cccc(N(CC(=O)Nc2cccc(F)c2)S(C)(=O)=O)c1
assay / compound	4	13
Rin1-Abl PPI inh	0	-2
Rpn11 inh	i	i
MT1-MMP act inh	1	0
E coli Lon inh	-5	1
FAS TE block	16	-6
PABP1 MLLE inh	-2	-1
bovine MsrA act	-5	3
CSN deneddyl inh	7	2
MsrA inhibitor	1.2	0.1

# Next section:
(17) COc1cc(C(=O)NC2CCN(CC(=O)NC3CCCCC3C)CC2)cc(OC)c1OC (centres undefined)
(18) NC1=NCc2ccccc21
(19) COc1cc(OC)c(N(C)S(=O)(=O)c2cccc(C(=O)OCc3c(C)noc3C)c2)cc1Cl
(20) Cc1cccc(C)c1OCC(=O)Nn1c(=O)[nH]c2ccccc2c1=O
(21) CCC(CC)C(=O)Nc1c(C(=O)N2CCN(c3ccccc3)CC2)oc2ccccc12
(22) CC(C)(C)c1ccc(CC(=O)N2CCC2(C)C(=O)NCc2ccc(Cl)cc2)cc1 (centres undefined)
(23) CC(Sc1nnc2n1CCCCC2)C(=O)Nc1ccccc1[N+](=O)[O-] (centres undefined)
(24) COc1ccc(CCN2C(=O)CC(NNC(=O)c3ccccc3Br)C2=O)cc1 (centres undefined)
assay / compound	17	18	19	20	21	22	23	24
Rin1-Abl PPI inh	2	4	3	8	1	-5	0	0
Rpn11 inh	i	i	i	i	i	i	i	i
MT1-MMP act inh	-1	2	-2	3	-2	7	-2	4
E coli Lon inh	4	-1	0	-4	9	-2	-10	-2
FAS TE block	-3	-10	22	-6	15	29	-10	-8
PABP1 MLLE inh	-10	1	-2	-4	-7	-4	12	4
bovine MsrA act	-2	-1	-5	-1	-3	-6	-2	-5
CSN deneddyl inh	-3	7	1	7	-5	-6	4	0
MsrA inhibitor	0.7	-0.3	1.6	0.2	0.4	0.1	0.5	-0.4

(25) O=C(NNC(=O)C1CCCCC1)c1ccco1
(26) COc1ccc2[nH]c3c(c2c1)CCN1C(=O)C(CC(=O)NCc2cccc(C(F)(F)F)c2)C[C@H](C(=O)N2CCCCC2)[C@@]31CCc1ccccc1 (some centres undefined)
(27) COC(=O)c1ccc(C2C(C(=O)c3cc4ccccc4o3)=C(O)C(=O)N2c2cc(C)on2)cc1 (centres undefined)
(28) O=C(NC1CCCCC1)C(c1cc2ccccc2o1)N1CCOCC1 (centres undefined)
(29) COc1ccc(-c2cc(=O)oc3cc(OCC(=O)NCC4CCC(C(=O)O)CC4)ccc23)cc1 (centres undefined)
(30) O=C(COC(=O)CNC(=O)C1CCCCC1)Nc1ccc2ccccc2c1
(31) COc1ccc(C2=[N+](C)CCn3cccc32)c(OC)c1
(32) COc1ccc(CN(C)CC(=O)NC2CCCc3ccccc32)cc1OC (centres undefined)
assay / compound	25	26	27	28	29	30	31	32
Rin1-Abl PPI inh	0	1	-3	1	0	1	-4	0
Rpn11 inh	i	i	i	i	i	i	i	i
MT1-MMP act inh	-3	/	-3	5	-4	5	1	1
E coli Lon inh	2	4	-177	-9	-8	-3	-2	-2
FAS TE block	-2	27	15	-8	-5	3	-16	-1
PABP1 MLLE inh	-4	8	-35	-16	-5	-1	-138	6
bovine MsrA act	-4	-9	-3	-4	4	-3	-5	-1
CSN deneddyl inh	2	-6	18	3	0	5	-2	-6
MsrA inhibitor	-0.1	-0.2	1.6	1.6	4.9*	-0.8	2.8	-1.4

(33) O=c1c2ccccc2n2cnnc2n1-c1ccccc1
(34) CC1(C)CC(=O)C2=C(C1)NC(=O)NC2c1ccccc1 (centres undefined)
(35) CC(=O)N1CCN(C(=O)c2cc3c(s2)CCC(C)C3)CC1 (centres undefined)
(36) Nc1cc(F)ccc1N1CCCCCC1
(37) O=C(COC(=O)c1c2ccccc2cc2ccccc12)NCC(F)(F)F
(38) Cc1ccc(CN2CCc3[nH]c(=S)[nH]c(=O)c3C2)cc1
(39) COc1cccc(S(=O)(=O)Nc2cccc(C(=O)N3CCCC3)c2)c1
(40) CCSCc1nnc(SCC(=O)Nc2cccc(C(C)=O)c2)n1C
assay / compound	33	34	35	36	37	38	39	40
Rin1-Abl PPI inh	0	-2	3	3	0	-1	-1	-2
Rpn11 inh	i	i	i	i	i	i	i	i
MT1-MMP act inh	1	3	-5	5	1	-2	-2	1
E coli Lon inh	-3	-1	-10	0	-5	-8	0	7
FAS TE block	-5	-9	-9	-5	13	-2	-5	1
PABP1 MLLE inh	-8	11	-3	6	-17	28	-18	8
bovine MsrA act	-3	-8	-1	-2	-4	-2	-4	-4
CSN deneddyl inh	-1	-8	1	3	-6	1	-3	-9
MsrA inhibitor	0.8	-0.2	-0.1	0.2	-0.1	-1.1	0.2	0.2

(41) COc1ccc(C(=O)c2ccc(-c3ccc(OC)cc3)nc2)cc1
(42) COc1ccc(NC(=O)c2ccc(CN3CCN(c4ccccc4)CC3)cc2)cc1
(43) Cc1cc(N/N=C/c2ccccc2F)c2ccccc2n1
(44) O=C(N/N=C/c1cc(Br)ccc1O)c1cccc(N2CCCC2=O)c1
(45) C=CCn1c(CCNC(=O)c2ccco2)nc2ccccc21
(46) CCn1nc(CC(=O)Nc2ccc(-n3cnnn3)c(C)c2)c2ccccc2c1=O
(47) CC(C)OCCCNC(=S)N1CCC(C(=O)c2ccc(Cl)cc2)CC1
(48) CS(=O)(=O)Nc1cccc(NC(=O)c2cccc3c(-c4ccc(F)c(F)c4)coc23)c1
assay / compound	41	42	43	44	45	46	47	48
Rin1-Abl PPI inh	0	1	3	-3	-1	1	1	-3
Rpn11 inh	i	i	i	i	i	i	i	i
MT1-MMP act inh	1	1	3	-8	1	0	11	1
E coli Lon inh	4	-9	-3	-5	0	1	-1	-6
FAS TE block	-9	4	-3	20	-5	-10	8	18
PABP1 MLLE inh	-2	0	-7	0	2	-6	-134	10
bovine MsrA act	-2	-1	-1	-3	-11	-2	-7	-4
CSN deneddyl inh	0	-3	-5	-5	-3	-1	-6	-4
MsrA inhibitor	-0.8	0.4	-0.5	2.2	0.5	-0.5	-1.0	0.4

(49) CC(C)CC(C(=O)O)N1C(=O)C2C3c4ccccc4C(c4ccccc43)[C@@H]2C1=O (some centres undefined)
(50) O=C(O)c1cc2cc(F)ccc2[nH]1
(51) NC(=O)c1cccc(-c2ccnc3c2CC(C(=O)NCC2CC2)O3)c1 (centres undefined)
(52) Fc1cc(F)cc(NC(=S)N2CCC(c3ccccc3)C2)c1 (centres undefined)
(53) COc1cc(OC)c2c(c1)C(=O)OC2OC (centres undefined)
(54) COc1cc(C(=O)NNC(=O)c2ccc(NC(=O)C(C)(C)C)cc2)cc(OC)c1OC
(55) COc1ccc(CCN(C)CC(O)c2ccccc2)cc1OC (centres undefined)
(56) COc1ccc(S(=O)(=O)N2CCCCC2)cc1NC(=O)CSc1nnc(C2CC2)n1C
assay / compound	49	50	51	52	53	54	55	56
Rin1-Abl PPI inh	1	-3	1	-1	5	1	-1	-1
Rpn11 inh	i	i	i	i	i	i	i	i
MT1-MMP act inh	0	2	-4	-3	-3	0	1	3
E coli Lon inh	-5	8	-8	-1	-2	-7	-5	-8
FAS TE block	-3	-2	-8	-2	-2	-1	-1	-8
PABP1 MLLE inh	-4	-4	5	-70	-2	-9	-5	-5
bovine MsrA act	-5	0	-1	-2	-1	-7	-4	-2
CSN deneddyl inh	3	-4	3	-2	-4	5	-7	-3
MsrA inhibitor	-1.0	1.0	-0.9	-1.1	0.0	0.9	0.1	-0.6

# Compounds listed so far containing an aryl thioether with sulfur outside any ring (7):
(6) CCOC(=O)NC(=O)CSc1ccc2ccccc2n1
(9) CCCc1nnc(SCC(=O)N2CCCC(C)C2)n1CC1CCCO1 (centres undefined)
(11) Cc1nc(SCC(=O)c2c[nH]c3ccccc23)n[nH]1
(16) CC(C)(C)OC(=O)N1CCC[C@H]1c1nnc(SCC(=O)Nc2ccc(Br)cc2)o1
(23) CC(Sc1nnc2n1CCCCC2)C(=O)Nc1ccccc1[N+](=O)[O-] (centres undefined)
(40) CCSCc1nnc(SCC(=O)Nc2cccc(C(C)=O)c2)n1C
(56) COc1ccc(S(=O)(=O)N2CCCCC2)cc1NC(=O)CSc1nnc(C2CC2)n1C
assay / compound	6	9	11	16	23	40	56
Rin1-Abl PPI inh	2	2	3	4	0	-2	-1
Rpn11 inh	i	i	i	i	i	i	i
MT1-MMP act inh	0	-6	-10	-6	-2	1	3
E coli Lon inh	-4	-4	3	7	-10	7	-8
FAS TE block	-2	-10	0	1	-10	1	-8
PABP1 MLLE inh	9	-5	14	-3	12	8	-5
bovine MsrA act	-6	-3	-5	-12	-2	-4	-2
CSN deneddyl inh	-2	1	5	5	4	-9	-3
MsrA inhibitor	0.6	0.2	-0.4	-0.7	0.5	0.2	-0.6
